Bioassay records as filed in PubChem BioAssay.
ADAM17 inh – inhibitors of human ADAM17; P78536; 370,000 tested, 0.83% active; AID 720648; recombinant ADAM17, EDANS/DABCYL FRET peptide cleavage; inhibition, % at 6.95 µM;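 active = inhibition above the mean of compounds lying between control limits plus 3 SD, set per campaign, cut at about 8.5% in these data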;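 note: 0% = DMSO-only wells as the low control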
ADAM10 inh – inhibits human ADAM10; O14672; 370,000 tested, 0.62% active; inhibition, % at 7 µM; recombinant ADAM10, EDANS/DABCYL FRET peptide cleavage, 3 h;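 active = inhibition above a per-campaign cutoff equal to the mean of compounds falling between control-based bounds plus 3 SD, cut at about 20% in these data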;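 note: 0% = DMSO wells while the 100% control is not disclosed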
Tn6 DDE FP – disrupts Tn6 cyclic peptide binding to fibrin D-Dimer-E complex; P02675; Fibrin DD(E) TRITC-Tn6 fluorescence polarization displacement; AID 720509; inhibition, % at 8.3 µM; 370,000 tested, 0.21% active;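 active = inhibition above a per-campaign cutoff: mean of compounds within control limits plus 3 SD, cut at about 15% in these data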;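 note: 0% = median of all compound wells on the plate and 100% = blocking peptide control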
ASAP1 GAP inh – blocks human ASAP1-stimulated Arf1 GTP hydrolysis; Q9ULH1; GDP FP detection; inhibition, % at 16.5 µM; 360,000 tested, 0.19% active; AID 624377; in the data active = inhibition above about 25%;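 note: 0% = vehicle with enzyme and substrate and 100% = no enzyme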
PLC-beta3 inh – inhibitors of human phospholipase C beta3 | inhibition, % at 12.2 µM | Q01970 | 370,000 tested, 0.18% active | Purified PLC-beta3, fluorogenic substrate, fluorescence; in the data active = inhibition above about 11%;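 note: 0% = median of compound wells on plate and 100% = full blocker control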
DDE Tn7 FP inh – inhibitors of Tn7 peptide binding to human fibrin DD(E); P02675; FP displacement of FITC-Tn7 peptide from fibrin DD(E); 0% = median of compound wells per plate; inhibition, % at 8.3 µM; 370,000 tested, 0.13% active; AID 720508;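 active = inhibition above the mean of compounds falling within the control limits plus 3 SD of them, cut at about 14% in these data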;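 note: 0% = plate median of compound wells and 100% = 10 µM Aha-Tn7 peptide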
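Assay system: Fibrin-DD(E) protein isolated from polymerized human fibrin clots; read-out basis: percent inhibition; medium: Tris/NaCl/CaCl2 buffer, pH 7.8; signal: FP measurement; incubation: 10 min plus 3 h, room temperature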
SIAE primary – blocks human sialic acid acetylesterase | Q9HAT2 | SIAE FP-Rh probe binding, fluorescence polarization | inhibition, % at 9.66 µM | 370,000 tested, 0.69% active | AID 1053197;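 active = inhibition above a cutoff: mean of compounds within the control limits plus 3 SD of those, cut at about 17% in these data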;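 note: 0% = plate median of compound wells and 100% = probe without SIAE protein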
PLC-gamma1 inh – PLC-gamma1 (human) inhibition, primary screen | purified PLC-gamma1, fluorogenic substrate, fluorescence | inhibition, % at 12.2 µM | 370,000 tested, 0.84% active; in the data active = inhibition above about 9.5%
Target sequence (P19174 whole entry, looked up): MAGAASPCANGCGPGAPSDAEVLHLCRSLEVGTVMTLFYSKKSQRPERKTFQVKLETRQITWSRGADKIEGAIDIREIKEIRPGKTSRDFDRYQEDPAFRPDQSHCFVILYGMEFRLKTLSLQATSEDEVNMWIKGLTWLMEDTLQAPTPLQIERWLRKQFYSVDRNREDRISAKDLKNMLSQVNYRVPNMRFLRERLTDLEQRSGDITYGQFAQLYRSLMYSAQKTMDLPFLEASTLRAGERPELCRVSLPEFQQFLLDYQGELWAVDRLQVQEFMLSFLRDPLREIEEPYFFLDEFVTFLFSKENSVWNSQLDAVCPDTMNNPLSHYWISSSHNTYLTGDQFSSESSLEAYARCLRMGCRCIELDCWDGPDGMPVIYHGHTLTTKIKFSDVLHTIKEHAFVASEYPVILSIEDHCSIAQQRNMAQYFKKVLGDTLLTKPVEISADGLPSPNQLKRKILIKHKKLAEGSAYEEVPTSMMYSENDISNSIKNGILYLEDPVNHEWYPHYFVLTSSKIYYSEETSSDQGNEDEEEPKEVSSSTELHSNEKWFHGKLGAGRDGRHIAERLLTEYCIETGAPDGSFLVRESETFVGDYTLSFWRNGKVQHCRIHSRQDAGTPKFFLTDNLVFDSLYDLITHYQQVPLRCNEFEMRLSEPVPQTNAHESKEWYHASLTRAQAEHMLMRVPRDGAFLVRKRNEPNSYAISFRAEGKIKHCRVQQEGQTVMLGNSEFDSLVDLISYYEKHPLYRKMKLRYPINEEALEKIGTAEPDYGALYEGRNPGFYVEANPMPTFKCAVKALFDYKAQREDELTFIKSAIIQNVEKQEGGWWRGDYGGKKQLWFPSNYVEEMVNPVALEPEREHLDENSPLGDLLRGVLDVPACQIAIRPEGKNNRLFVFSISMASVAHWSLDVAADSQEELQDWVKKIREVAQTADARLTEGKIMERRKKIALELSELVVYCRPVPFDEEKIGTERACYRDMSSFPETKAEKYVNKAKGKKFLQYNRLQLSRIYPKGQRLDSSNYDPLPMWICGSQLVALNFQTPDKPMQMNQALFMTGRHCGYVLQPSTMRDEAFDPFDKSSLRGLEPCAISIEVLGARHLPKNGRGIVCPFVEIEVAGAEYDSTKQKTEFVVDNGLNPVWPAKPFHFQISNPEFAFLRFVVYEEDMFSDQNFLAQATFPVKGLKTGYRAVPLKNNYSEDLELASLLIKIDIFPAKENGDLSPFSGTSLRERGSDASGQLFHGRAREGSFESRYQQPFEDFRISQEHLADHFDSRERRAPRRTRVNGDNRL
TDP2 inh – blocks human TDP2 phosphodiesterase activity | 370,000 tested, 0.34% active | inhibition, % at 12.8 µM | O95551 | recombinant TDP2, T5PNP hydrolysis, p-nitrophenol absorbance 415 nm | AID 720702;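 active = inhibition above the mean of all tested compounds plus 3 SD, set per campaign, cut at about 25% in these data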;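 note: 0% = DMSO with enzyme and 100% = buffer with substrate but no TDP2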
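Evaluation: % inhibition relative to enzyme-containing and enzyme-free wells. Material: recombinant human TDP2. Benchmarks: enzyme-free and DMSO wells. Timing: enzyme reaction with compound for 2 h at 37 °C. Compound dosing: 12.8 µM only. Measured by: p-Nitrophenol epi absorbance. Reagent: T5PNP substrate at 5 mM, a TopII-DNA adduct mimic. Replication: single well per compound.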
ARFGAP1 inh – rat ARFGAP1 inhibition; 360,000 tested, 0.26% active; Q62848; Arfgap1-stimulated ARF1 GTP hydrolysis, GDP FP detection; AID 651572; inhibition, % at 16.5 µM;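 active = inhibition above a per-plate limit, mean inhibition of low control wells plus 3 SD, cut at about 25% in these data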;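 note: 0% = DMSO wells with enzyme and 100% = wells lacking Arfgap1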
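System: truncated rat Arfgap1 GAP domain / Benchmarks: high control wells lacking Arfgap1, low control full reaction with DMSO / Times: compound-enzyme preincubation 20 min, reaction 120 min, detection 60 min, 25 °C / Repeats: one replicate per compound / Also added: human ARF1(Δ1-17)-GTP substrate / Measured by: Tracer-displacement fluorescence polarization with EDTA stop, 620/688 nm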
Numbers without * were called inactive; i = inactive; · = no result given. Hits appear at their usual frequency. About 3.6% of those tested had a hit in this group.

SMILES	ADAM17 inh	ADAM10 inh	Tn6 DDE FP	ASAP1 GAP inh	PLC-beta3 inh	DDE Tn7 FP inh	SIAE primary	PLC-gamma1 inh	TDP2 inh	ARFGAP1 inh
O=C(CNS(=O)(=O)c1cccc(Br)c1)NCC1CCCCC1	0.7	3.9	2.2	-18.7	0.7	-1.6	-9.3	-0.6	7.4	-4.3
Cn1cnc(S(=O)(=O)N2CCN(c3cccc(Cl)c3)CC2)c1	1.2	10.2	-6.3	-6.3	-3.1	-0.1	-8.4	-1.1	20.6	10.7
COc1ccc(/C(C)=N/NC(=O)Cc2ccc(Cl)cc2)cc1	-1.8	-4.7	-1.7	5.0	-7.3	-0.6	1.9	-2.2	-0.2	3.6
COc1cc(CC(=O)Nc2ccc(Cl)c(C(F)(F)F)c2)cc(OC)c1OC	3.4	7.3	-1.2	-4.7	3.6	-1.2	6.9	0.0	4.1	5.3
CC1CCN(C(=O)CSc2nc(=O)n3cc(Cl)ccc3n2)CC1	-2.4	-10.6	5.0	2.8	-13.5	1.4	-4.8	-1.2	-0.2	18.4
CC(C)(C)OC(=O)c1c(N)n(CCCN2CCCC2=O)c2nc3ccccc3nc12	i	i	-3.3	-4.6	i	-5.2	-3.8	i	15.8	8.0
O=C1N[C@@H](Cc2ccccc2)C(=O)N2[C@@H]3N(S(=O)(=O)c4ccccc4)c4ccccc4[C@]3(Br)C[C@@H]12	3.5	3.2	3.6	-4.2	0.0	2.6	-3.4	0.9	-4.3	1.8
CC(C)(C)OC(=O)NCCCCCc1nnc(SCc2cccc(F)c2)o1	-1.9	0.1	5.0	-5.0	-8.8	3.0	-1.5	-2.3	2.5	-8.0
C/C=C/c1cccc(-c2nc(C(=O)NC3Cc4ccccc4C3)cc3c2[C@@H](CCO)N(C(C)=O)C3)c1	0.9	3.2	3.0	-6.2	-1.5	-4.3	-0.9	1.8	-3.7	22.9
Cc1ccccc1CN1CCCCC(NC(=O)c2ccc(F)cc2F)C1=O (stereo not drawn)	-5.7	-5.5	-11.8	·	-2.1	8.2	0.5	-0.2	1.2	·
O=C1NC(=Nc2ccc(Cl)cc2)SC1Cc1cccc(Cl)c1Cl (stereo not drawn)	-5.3	-5.3	-10.2	11.2	1.9	0.1	4.8	1.9	-3.3	-2.1
CCCCCC(=O)NC(=S)Nc1ccc(NC(=O)c2ccco2)cc1	0.2	5.4	9.9	0.7	0.1	3.3	-1.6	2.2	7.4	9.8
CCCCNC(=O)NCCN1CCOCC1	-3.0	-0.2	-1.4	-8.1	-5.2	2.2	-4.9	-0.8	11.2	-3.7
O=C(COC(=O)CNS(=O)(=O)/C=C/c1ccccc1)NC1CCS(=O)(=O)C1 (stereo not drawn)	-4.4	-6.9	-6.1	9.2	0.8	-0.8	-7.9	-0.9	-3.9	12.9
Cc1cccc(SCC(=O)Nc2ccc3c(c2)OCCO3)c1	-4.5	-0.4	-2.3	-20.9	-2.2	-0.7	9.8	0.7	-2.1	0.5
Cc1cc(=O)c2ccc(C(F)(F)F)cc2[nH]1	-3.1	-1.6	-2.2	0.0	-5.2	5.8	-2.6	-5.0	2.9	-5.0
CC(C)n1cc(/C=N/Nc2ccc(C(=O)O)cc2)c2ccccc21	-19.6	-31.2	-2.6	-9.4	-85.5	-2.5	9.0	-59.8	-4.5	8.8
CCOc1ccc(NC(=O)COC(=O)CCN2C(=O)C3CC=CCC3C2=O)cc1OCC (stereo not drawn)	-3.1	-8.5	1.7	10.0	-4.4	4.2	11.1	2.8	-0.4	-1.3
CC(C)c1ccc(NC(=O)COc2nncc3ccccc23)cc1	1.6	-5.2	1.4	-2.0	-6.7	3.0	0.1	-4.6	-1.8	8.2
CC(C)(C)NC(=O)CN(C(=O)c1ccc(CN2CCOCC2)o1)c1ccc2c(c1)OCCO2	0.4	3.6	3.2	9.4	-3.0	-2.1	3.9	-0.1	-5.3	4.0
CCOC(=O)C1=C(N)Oc2cc(O)ccc2C1c1ccc(Br)cc1 (stereo not drawn)	-0.7	-3.3	2.3	4.4	-13.8	-2.6	1.3	-5.2	4.5	13.9
O=C(NCc1ccccc1)NC1(C(=O)N2CCN(c3ccccc3)CC2)CCCCC1	-0.6	0.6	3.2	-14.2	1.2	5.8	-1.8	1.3	6.8	-9.6
O=C(NCCCN1CCC(Cc2ccccc2)CC1)C1CCC(=O)N1C1CCCC1 (stereo not drawn)	0.3	-9.3	-1.8	-8.0	2.8	-9.0	2.2	2.5	-4.5	6.1
O=C(COc1coc(CN2CCN(c3ccc(F)cc3)CC2)cc1=O)NC1CCCC1	3.5	-1.6	1.9	-6.0	-5.4	-1.2	2.0	2.0	-7.6	4.1
COc1cc(OC)cc(C(=O)NCC(=O)N2CCN(S(=O)(=O)c3ccccc3F)CC2)c1	-1.6	-1.1	-0.8	-7.5	1.9	-14.2	-6.9	1.6	-4.1	8.4
CCOC(=O)Cc1cnc(NC(=O)CSc2nc(C)c(CC)c(=O)[nH]2)s1	-1.9	3.0	7.4	-16.8	-3.1	-7.5	-4.5	-0.3	-4.7	-7.3
CC(=O)Nc1ccc(CN2CCCC(C(=O)c3cccc(C(F)(F)F)c3)C2)cc1 (stereo not drawn)	1.5	0.9	-2.1	10.1	4.2	-7.1	5.6	1.2	12.7	0.8
COc1ccc(-c2nc(CS(=O)CC(=O)NC3CCCCC3)c(C)o2)cc1 (stereo not drawn)	-3.2	-2.5	11.7	-3.5	-9.8	6.5	0.7	-1.7	-2.6	-1.9
CCOc1ccccc1NC(=O)Nn1cnnc1	-0.7	-0.6	-2.6	-3.5	-5.8	-1.1	3.0	-1.3	5.4	4.9
COc1cccc(NC(=O)CN(C)C(=O)[C@@H]2CCCN2C(=O)c2cccs2)c1	-2.4	-6.7	2.2	-15.0	-3.1	2.4	0.6	-2.0	7.0	7.3
O=C(Nc1ccc(F)cc1)C(c1cccc(F)c1)N1CCN(C(=O)c2ccco2)CC1 (stereo not drawn)	-0.4	-2.4	-10.0	1.4	4.0	3.9	-0.8	2.2	0.3	-6.3
O=C(N/N=C/c1cccc(OCC(=O)N2CCCC2)c1)C(=O)Nc1ccccc1F	-4.0	-7.5	-2.4	2.2	-5.0	8.6	-3.0	-0.5	3.6	6.8
Cc1cc(C)c(NC(=O)c2sc3nc4c(cc3c2N)C(=O)CC(C)(C)C4)c(C)c1	-1.6	4.1	1.4	-11.9	0.5	3.2	-3.1	0.2	-3.8	5.8
Cc1ccc(NC(=O)Nc2ccc3c(c2)CCC3)cc1C	1.9	2.5	0.0	-4.9	-6.8	-1.2	-5.1	0.1	4.1	5.5
Cc1ccc(OCc2ccc(C(=O)N3CCCC3)o2)cc1C	-7.1	9.1	0.1	-0.8	-8.9	2.8	0.2	-2.7	-8.8	-6.5
Cn1c(C(=O)OC(C(=O)NC2CCCCC2)c2ccncc2)cc2sccc21 (stereo not drawn)	0.6	-0.2	-6.8	4.0	3.9	-0.6	-2.1	-0.4	-5.0	-5.1
Cn1c(=O)[nH]c(=O)c2c1nc(N1CCCCCC1)n2CCN1CCCCCC1	-1.3	-17.7	-2.0	-1.3	-2.8	6.6	-7.0	2.6	-6.8	1.7
CCc1ccc(CCC(=O)N2CCN(S(=O)(=O)c3ccc(Br)cc3)CC2)cc1	3.5	11.9	-1.6	-5.8	1.2	4.2	-7.6	1.1	2.9	2.7
CC(C)c1ccc(CC(C)C2C3=C(CCCC3=O)OC3=C2C(=O)CCC3)cc1 (stereo not drawn)	-2.3	0.4	2.7	1.8	4.3	10.8	3.3	3.4	-2.2	-2.4
CCN(C(=O)COC(=O)CNC(=O)c1ccc2ccccc2c1)c1c(N)n(Cc2ccccc2)c(=O)[nH]c1=O	-0.8	-4.9	1.3	-1.1	-7.8	-2.8	8.1	-1.3	0.8	2.5
CCOC(=O)C1CCN(C(=O)c2cccc(S(=O)(=O)Nc3ccc(C)cc3C)c2)CC1	1.6	7.3	0.7	11.0	4.3	-4.1	8.6	3.4	-1.8	-10.0
COc1ccc(C)cc1NC(=O)C1CCN(S(C)(=O)=O)CC1	-3.5	-0.6	9.1	-0.7	-4.2	4.7	-4.3	-5.1	-3.4	11.2
CCOC(=O)c1c[nH]n(-c2ccc(C)cc2)c1=O	-8.3	-3.3	9.5	-7.2	-7.2	9.6	18.5*	-1.8	3.0	3.0
CC(=O)Nc1ccc(NC(=O)c2ccc(CSc3ccccc3)o2)cc1	-3.2	18.1	-9.7	-2.8	-1.8	2.4	9.1	2.9	-7.0	6.0
COc1ccc(NC(=O)COc2coc(CN3CCN(c4ccccc4)CC3)cc2=O)cc1	3.1	-17.7	-7.7	5.8	-0.4	-0.4	9.2	-0.3	-11.0	-2.3
CCOC(=O)C1CCCN(C(=O)c2cc(-c3ccc(C)cc3)on2)C1 (stereo not drawn)	2.0	8.9	7.9	6.9	0.1	-6.5	6.6	1.7	3.6	0.9
COc1ccccc1-c1nnc(SCC(=O)N2CC(C)CC(C)C2)o1 (stereo not drawn)	-5.1	2.8	2.3	-13.6	1.2	0.2	3.8	4.6	1.2	1.6
O=C(CN1C(=O)c2cccc3cccc1c23)NC1CCCCC1	-6.4	-19.3	-1.5	-10.1	-69.9	3.2	4.4	-44.8	-7.7	-1.6
COC(=O)[C@H]1C[C@@]2(O)CN(S(=O)(=O)c3ccc(C)cc3)C[C@@]2(OC(=O)NCC2CCCCC2)C[C@H]1C(=O)OC	-4.9	-1.2	-5.6	-3.8	3.2	10.1	-1.1	1.9	1.8	1.4
CCOC(=O)C1=C(N)N2C(=O)C(C)SC2=C(C(=O)OCC)C1c1ccccc1 (stereo not drawn)	-0.1	-7.6	3.8	-2.3	0.6	0.7	0.9	0.5	7.7	-0.2
COC(=O)Cn1c2ccc(OC)cc2c2nc(C)sc21	3.2	-5.5	-9.8	-5.7	-7.3	2.8	3.5	0.4	-10.5	2.4
COCC(=O)Nc1nc(-c2ccccc2)ns1	-4.9	-29.4	-5.2	5.0	1.5	2.0	-3.8	1.8	9.1	-4.4

A draw from above in order of formula weight, ascending:
SMILES	ADAM17 inh	ADAM10 inh	Tn6 DDE FP	ASAP1 GAP inh	PLC-beta3 inh	DDE Tn7 FP inh	SIAE primary	PLC-gamma1 inh	TDP2 inh	ARFGAP1 inh
CCCCNC(=O)NCCN1CCOCC1	-3.0	-0.2	-1.4	-8.1	-5.2	2.2	-4.9	-0.8	11.2	-3.7
COc1ccc(C)cc1NC(=O)C1CCN(S(C)(=O)=O)CC1	-3.5	-0.6	9.1	-0.7	-4.2	4.7	-4.3	-5.1	-3.4	11.2
Cc1ccccc1CN1CCCCC(NC(=O)c2ccc(F)cc2F)C1=O (stereo not drawn)	-5.7	-5.5	-11.8	·	-2.1	8.2	0.5	-0.2	1.2	·
